GSK3beta inhib: human GSK3beta kinase inhibitors, primary screen, biochemical, cell-free homogeneous, HTS; activity score (negative = inhibition), % at 10 µM; GST-GSK3beta kinase, ADP-Glo luminescence, 60 min; stronger effect = lower value; actives 0.038% (n = 300,000);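 active means more than half of replicate wells score below -50%, meaning over 50% inhibition versus plate controls; inconclusive means some replicates but at most half score below -50%; inactive means no replicate scores below -50%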;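 further: 0% = median DMSO wells and -100% = median GW8510 positive control wells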
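test system = GST-tagged human GSK3beta kinase, cell-free | reagent = 25 µM ATP with peptide substrate | dosing = one dose of 10 µM per compound | schedule = 60 min reaction, RT | detection = luminescent ADP-Glo measurement of ADP formed | control set = DMSO neutral wells and GW8510 at 20 µM as positive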
GSK3A inh: blockers of GSK3A enzyme activity – biochemical, luminescence, cell-free homogeneous, HTS, primary screen; GSK-3 alpha kinase, ADP-Glo luminescence, 60 min; actives 0.1% (n = 320,000); Glycogen synthase kinase-3 alpha (Homo sapiens), P49840; inhibition, % at 10 µM;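 in the data active means inhibition above about 50%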;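 further: GST-tagged GSK-3 alpha with peptide substrate and 25 µM ATP; 0% = DMSO neutral wells and 100% = GW8510 positive control wells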
Target sequence (P49840 whole entry, looked up): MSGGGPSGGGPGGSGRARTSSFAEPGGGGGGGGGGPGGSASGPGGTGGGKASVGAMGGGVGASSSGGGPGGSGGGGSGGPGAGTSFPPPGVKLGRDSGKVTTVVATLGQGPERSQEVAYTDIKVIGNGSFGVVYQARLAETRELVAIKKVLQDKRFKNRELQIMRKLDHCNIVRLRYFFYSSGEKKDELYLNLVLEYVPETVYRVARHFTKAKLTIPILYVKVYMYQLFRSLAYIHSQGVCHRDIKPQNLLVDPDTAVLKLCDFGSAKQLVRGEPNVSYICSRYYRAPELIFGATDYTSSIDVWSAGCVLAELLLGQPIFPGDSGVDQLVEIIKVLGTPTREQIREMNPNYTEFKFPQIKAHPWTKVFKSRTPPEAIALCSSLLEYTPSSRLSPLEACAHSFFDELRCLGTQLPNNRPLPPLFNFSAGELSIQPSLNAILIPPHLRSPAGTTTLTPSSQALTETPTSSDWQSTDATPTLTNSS
HSF1 inh: HSF1 inhibitors in luciferase reporter cells, primary screen, cell-based, NIH3T3, luminescence | actives 0.77% (n = 300,000) | NIH3T3-HGL HSE-luciferase, MG132-induced, luminescence 8 h; stronger effect = lower value | activity change, negative = inhibition, % at 7.5 µM (by protocol) | AID 2098, 2009;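 active means more than half of replicate wells show activity change below -50%, luminescence cut by over half; inconclusive means some wells, but at most half, below -50%; inactive means no replicate well below -50%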;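 further: luciferase reports HSF-1 transcriptional activity via heat shock element; 0% = median of DMSO wells and -100% = zero luminescence signal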
HSF1 activator: HSF-1 activators, primary screen, NIH3T3-HGL cells, MG132 stress, luminescence, single point; AID 504408, 2011; actives 1.7% (n = 300,000); NIH3T3-HGL HSF-1 luciferase reporter, 8 h; 100% = twice DMSO control signal; activation, % at 9 µM;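 active means mean replicate activation of at least 50% with a set share of replicates each reaching 50%; inconclusive means only one of those two conditions met; inactive means mean below 50% and too few replicates reaching it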;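 further: 0% = median of the neutral control wells and 100% = twice that signal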
DYRK1A inh: rat Dyrk1A kinase inhibitors, primary screen, biochemical, single point, plate reader. actives 0.43% (n = 310,000). ADP-Glo luminescence, NFATc1 peptide. inhibition, % at 12.5 µM. AID 504441, 2011. Dual specificity tyrosine-phosphorylation-regulated kinase 1A (Rattus norvegicus), Q63470; in the data active means inhibition above about 50%;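 further: plate controls were vehicle with enzyme for no effect and no enzyme for full effect; many of its hits are not listed in these tables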
HSP90 inh: HSP90 inhibitors, primary screen, cell lysate, luminescence; inhibition, % at 5.6 µM; Rabbit reticulocyte lysate, luciferase refolding luminescence, 3 h; actives 0.91% (n = 290,000); Heat shock protein HSP 90 (rabbit reticulocyte lysate; luciferase refolding);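 active means inhibition above the screen-wide mean plus 3 SD, computed separately per campaign, cut at about 16% in these data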;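 further: 0% = DMSO wells and 100% = 60 µM geldanamycin wells; inhibitors lower the luminescence because luciferase stays unfolded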
PolyA inhibitor: polyadenylation inhibitors in yeast reporter cells, primary screen, luminescence, S. cerevisiae; calls only at 12 µM; S. cerevisiae SKY197-pL101 polyadenylation reporter, beta-gal luminescence; efflux-impaired pdr1/pdr3 knockout yeast; score 100 = 6 SD above DMSO; actives 0.02% (n = 300,000); AID 1875, 2009;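 active means lowest replicate activity score at least 50, where 100 means six control SD above control mean; inconclusive means lowest score under 50 but half or more replicates reach 50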;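 further: yeast exposed to compound for 9 h at 30 °C; higher score means more reporter readthrough which indicates perturbed polyadenylation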
AI-2 QS mod: Vibrio harveyi AI-2 quorum sensing modulators, primary screen, JMH597 strain, luminescence/OD600 ratio | activity change, % at 7.5 µM | actives 0.4% (n = 300,000) | AID 2094, 2009 | Vibrio harveyi JMH597 AI-2 luminescence/OD600 ratio, 9 h; stronger effect = lower value; strain lacks LuxN and CqsS sensors; 0 = neutral-control median; in the data active means activity change below about -75%, passing the limit was not always enough; inconclusive means no clear call, values can overlap the other calls;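 further: luminescence divided by OD600 gain over 9 h not by final OD600 alone; inactives centre near 13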
Platelet DG rel: inhibitors of platelet dense granule secretion, primary screen, cell-based, MLPCN, human platelets. actives 0.22% (n = 300,000). human platelet-rich plasma, SFLLRN dense granule ATP release, luminescence. inhibition, %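 (compounds screened at 7.5 µM in platelet-rich plasma)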. AID 1663, 2009;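 active means mean replicate score, as percent of positive control, at or above 50; inconclusive means mean below 50 but at least one replicate at or above 50; inactive means mean and every replicate below 50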
HDAC3 inhib: HDAC3 deacetylase inhibitors, primary screen, biochemical, fluorescence, cell-free homogeneous. Histone deacetylase 3 (Homo sapiens), O15379. recombinant HDAC3, fluorogenic peptide/trypsin coupled. inhibition, % at 8.3 µM. actives 0.15% (n = 320,000); in the data active means inhibition above about 26%, passing the limit was not always enough; inconclusive means no clear call, values can overlap the other calls
Target sequence (O15379 whole entry, looked up): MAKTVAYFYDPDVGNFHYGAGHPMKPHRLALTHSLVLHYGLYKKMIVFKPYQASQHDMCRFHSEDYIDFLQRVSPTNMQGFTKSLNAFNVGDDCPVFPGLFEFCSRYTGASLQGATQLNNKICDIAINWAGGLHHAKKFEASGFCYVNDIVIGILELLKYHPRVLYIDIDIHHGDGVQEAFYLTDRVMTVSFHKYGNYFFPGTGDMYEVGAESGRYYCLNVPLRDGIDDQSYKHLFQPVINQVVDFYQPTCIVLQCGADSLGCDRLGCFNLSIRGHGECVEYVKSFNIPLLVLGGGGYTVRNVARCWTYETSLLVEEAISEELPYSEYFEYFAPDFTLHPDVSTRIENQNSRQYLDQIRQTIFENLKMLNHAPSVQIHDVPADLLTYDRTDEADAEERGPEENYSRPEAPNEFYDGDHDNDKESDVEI
* = called active by the depositor; i = inactive; ? = inconclusive; nt = not tested or not shown. A portion of the library (hit frequency here may not be typical).

GSK3beta inhib	GSK3A inh	HSF1 inh	HSF1 activator	DYRK1A inh	HSP90 inh	PolyA inhibitor	AI-2 QS mod	Platelet DG rel	HDAC3 inhib	molecule
0	nt	-4	6	-4	3	i	-6	-2	5	Cc1ccccc1-c1n[nH]c(=S)n1Cc1ccccc1
0	8	9	6	-8	-1	i	22	6	-1	Cc1ccc(N2C(=O)c3ccccc3C2=O)cc1
2	0	-3	17	2	0	i	-4	1	3	CCn1c(C)c(C(C)=O)c(N2CCN(c3ccc(F)cc3)CC2)nc1=S
3	-1	-7	13	0	-6	i	1	8	3	COCc1cc(Sc2ccc(OC)cc2)nc(-c2ccccc2)n1
3	-3	7	11	5	-1	i	-10	-2	1	Nc1nc(-c2ccc([N+](=O)[O-])cc2)c(C(=O)Nc2ccc(Cl)cc2)s1
4	-4	-20	-26	4	57*	i	48	-13	3	COc1ccccc1/C=C/C=N/Nc1cccc(C(=O)O)c1
-7	-2	-9	-6	2	-4	i	45	-6	3	CCCNS(=O)(=O)c1ccc(-n2cnnn2)c(OC)c1
1	-1	0	10	-1	-4	i	25	4	-5	O=C(CN1c2cccc3cccc(c23)S1(=O)=O)Nc1ccccc1F
0	6	-3	0	7	-2	i	34	0	0	Cn1c(C(=O)O)cc2cc(F)ccc21
-1	3	3	7	-5	nt	i	-91*	9	5	O=c1[nH]c(=S)ccn1C1OC(CO)C(O)C1O (centres undefined)
3	2	2	-5	12	nt	i	16	18	12	C=CCN(c1ccccc1)S(=O)(=O)c1cccc(C(=O)NCC(c2ccc(F)cc2)N2CCOCC2)c1 (centres undefined)
0	-2	19	33	15	4	i	5	-10	-3	CN(C)S(=O)(=O)c1cccc(COC(=O)c2ccc(Cl)cc2O)c1
2	0	2	16	1	2	i	4	-3	2	CCc1cccc2c(=O)c(C(=O)N3CCCCCC3)c[nH]c12
2	1	-11	-14	6	-1	i	19	-1	2	CS(=O)(=O)N(Cc1ccccc1F)c1ccccc1
5	-2	7	2	nt	-6	i	31	1	-1	O=C1CC(c2ccc(Br)cc2)NC(c2ccc(Br)cc2)C1c1ccccc1 (centres undefined)
1	-5	2	-9	nt	nt	i	33	-1	2	Cc1ccc(S(=O)(=O)N2CCC(C(=O)OC3CCOC3=O)CC2)cc1C (centres undefined)
-1	-2	-6	6	-4	-4	i	11	6	5	O=C(C1CC1)N1CCc2cc(S(=O)(=O)N3CCCc4ccccc43)ccc21
2	0	-4	-4	-10	-2	i	2	-4	7	O=C(CCC(=O)N1CCOCC1)NCCc1ccc(Cl)cc1Cl
2	-1	-3	0	9	-3	i	16	-13	3	Cc1nn(C)c(C)c1S(=O)(=O)N1CCC(C(=O)NCCC2=CCCCC2)CC1
0	-4	-86*	-87	-1	58*	i	42	-2	8	CC(C)(C)c1ccc(/C=N/Nc2ccc(C(=O)O)cc2)cc1
3	-5	-7	-15	5	4	i	13	-3	5	COc1cccc(-c2ccc(C#N)c(SCC(=O)NCCc3ccccc3)n2)c1
4	-3	1	29	-2	-2	i	16	9	0	C=CCNc1nnc(Cc2ccc(F)cc2)c(=O)[nH]1
6	0	-1	-12	2	2	i	33	-5	-1	CCN(CC)CCNC(=O)Cn1nc(Cc2cccnc2)c2ccccc2c1=O
0	-1	-7	7	-5	2	nt	-7	-10	1	Cc1ccc(CNC(=O)[C@H](C)NC(=O)C2CCN(C(=O)[C@@H](N)CC(C)C)CC2)cc1
0	-2	0	7	4	-1	i	14	-2	0	Cc1nc(C)c(C(=O)C2=C(O)C(=O)N(CCN(C)C)C2c2cccs2)s1 (centres undefined)
4	1	14	46	-1	-2	i	23	-3	15	COc1ccc(Cn2c(C3CC3)nc3ccc(NC(=O)c4ccco4)cc3c2=O)cc1
-1	-2	1	6	7	nt	i	14	-2	1	COc1ccc(NC(=O)CN(C)C(=O)c2cc(-c3ccc(OC)cc3)nc3ccccc23)cc1
-3	-3	-7	-7	1	-1	i	-3	-8	3	CCc1ccc(NC(=O)N(CCCN2CCOCC2)Cc2cccs2)cc1
-1	0	1	-7	-3	4	i	2	-1	-10	CCn1cc(C(=O)NCc2ccc3c(c2)OCO3)c(=O)c2cc(F)c(N3CCN(C)CC3)cc21
-2	-1	0	2	-1	0	i	9	29	-6	CCOC(=O)C1CCN(S(=O)(=O)c2cc(C(=O)OC)n(C)c2)CC1
0	-1	-17	-22	1	4	i	17	10	-3	CC(C)(C)c1cc(C(=O)N/N=C/c2ccc([N+](=O)[O-])s2)n[nH]1
5	-4	-1	-1	4	nt	i	16	7	nt	COc1ccc(S(=O)(=O)N2CCCC(C(=O)NC3CC3)C2)cc1OC (centres undefined)
1	nt	19	66*	-3	1	i	17	5	nt	CCn1cc(C(=O)NN)c(=O)c2cc(F)c(NC3CCCCC3)cc21
-6	-1	0	14	14	42*	i	-3	13	6	CC(=O)c1sc(NC(=O)c2ccc(Cl)cc2)nc1C
2	7	15	29	12	1	i	28	1	1	O=[N+]([O-])c1ccc2c(OCc3nnc(-c4ccccc4Br)o3)ncnc2c1
1	1	7	4	-10	nt	i	11	-7	0	COc1ccc(OC)c(NC(=O)C(CCS(C)(=O)=O)NC(C)=O)c1 (centres undefined)
0	-7	-3	-10	nt	0	i	7	-1	-1	O=Cc1ccc(OCC(=O)N2CCOCC2)cc1
3	-1	-4	-23	-3	2	i	3	-12	-4	NC(=O)c1ncc(C(F)(F)F)cc1Oc1cccc(C(F)(F)F)c1
-3	4	-1	-17	-8	-4	i	20	0	-1	Cc1ccccc1S(=O)(=O)N(CC(O)CN1C(=O)NC(C)(C)C1=O)c1ccccc1 (centres undefined)
0	-2	3	4	0	-2	i	19	1	-2	CC(C)(C)N(Cc1ccccc1)C(=O)c1ccc(Cl)cc1[N+](=O)[O-]
-6	-3	-55*	-64	-9	2	i	1	-1	-12	COC(=O)[C@H]1[C@H]2C[C@@H]3c4[nH]c5cc(OC)ccc5c4CCN3C[C@H]2C[C@@H](OC(=O)c2ccc(N)cc2)[C@@H]1OC
1	-1	-1	1	-24	4	i	24	7	-1	CCOC(=O)Cc1csc(NC(=O)CSc2nnc(-c3ccc(OC)cc3)n2C)n1
-8	-1	7	20	12	nt	i	13	2	-4	COc1ccc2oc(C(=O)OC(C)C(=O)N(C)c3ccccc3)c(C)c2c1 (centres undefined)
1	nt	-1	-4	-7	1	i	22	6	5	O=S(=O)(/N=C(\[O-])C[n+]1ccccc1)c1ccc(Cl)cc1
-1	-1	7	14	-3	-2	i	13	-7	?	CCN=C1S/C(=C\c2ccc(N3CCOCC3)cc2C)C(=O)N1CC
-2	1	nt	nt	-15	0	i	13	-8	0	COC(=O)c1cc2oc(C)cc2n1CC(=O)N1CCCc2ccccc21
3	-1	1	-10	2	-2	i	29	3	0	O=C(c1n[nH]c(=O)c2ccccc12)N1CCN(c2ccccc2Cl)CC1
4	-1	-66*	-76	3	1	i	6	13	4	CCCC1c2ccc(C)n2CCN1C(=O)Nc1ccc(F)cc1 (centres undefined)
-1	2	-1	6	5	-1	i	26	13	4	NC(=O)CSc1nnc(-c2ccc(O)cc2)n1Cc1ccco1
-2	-3	3	9	-3	3	i	6	3	5	Cc1c(C)c2ccc(Oc3ccc([N+](=O)[O-])cc3C(F)(F)F)c(C)c2oc1=O
-1	-1	2	33	nt	-3	i	15	6	-3	CCCc1cc(=O)oc2c(C)c(OCc3nn[nH]n3)ccc12
0	0	-37	-49	-6	-3	i	2	5	-3	COc1ccc(-n2c(SCC(=O)Nc3nccs3)nc3c(c2=O)SCC3)cc1
2	-2	-3	-8	-1	1	i	23	5	4	COc1ccc(C2C(C#N)=C(N)OC3=C2C(=O)CC(C)(C)C3)cc1OC (centres undefined)
2	0	-3	21	-4	-7	i	16	-24	-2	CCOC(=O)C1CCN(S(=O)(=O)c2ccc3c(c2)N(C)C(=O)CC(=O)N3C)CC1
3	-1	-7	-3	5	nt	i	-14	-5	-13	O=C(O)C[C@H]1c2ccccc2S(=O)(=O)N1c1ccccc1
1	0	2	4	-2	-1	i	16	10	-6	CC(C)CC(NC(N)=O)C(=O)NCc1ccccc1Cl (centres undefined)

New compounds follow
GSK3beta inhib	GSK3A inh	HSF1 inh	HSF1 activator	DYRK1A inh	HSP90 inh	PolyA inhibitor	AI-2 QS mod	Platelet DG rel	HDAC3 inhib	molecule
2	-1	8	0	3	nt	i	-4	-6	2	CCc1c(C2(O)CCCCC2)[nH]c2ccc(C(=O)OC)cc12
3	0	-7	-21	5	-3	i	40	-1	-1	O=C(Oc1cccc(C(=S)N2CCOCC2)c1)c1cccc(Cl)c1
0	0	5	10	10	-6	i	10	6	nt	CN(C(=O)CCn1c(=S)oc2ccccc21)C1CCCCC1
0	-1	-12	-32	1	0	i	-5	-4	16	O=C1C=C(Nc2cccc(Cl)c2)CC(c2ccco2)C1 (centres undefined)
1	-2	34	56*	2	-1	i	19	11	2	O=C(CC(Nc1ccc(F)cc1)C(=O)O)c1ccccc1 (centres undefined)
4	0	-3	0	-8	0	i	-20	-9	-1	COC(=O)c1ccc(NC(=O)COc2ccc3c(c2)OCO3)cc1
nt	-2	9	13	4	3	i	10	-8	3	Cc1cc(=O)n2nc(N3CCC(C(=O)NCc4ccco4)CC3)sc2n1
2	5	3	20	-7	-4	i	-13	0	-5	CCOc1ccccc1C(=O)Nc1ccc2nc3n(c(=O)c2c1)CCCCC3
-1	-1	-5	5	3	-1	i	18	10	6	Clc1ccc2c(NCc3ccco3)ncnc2c1
2	3	0	-6	-1	0	i	2	6	-7	CC(C)Cn1c(SCC(=O)N2CCc3ccccc3C2)nc2cc(Cl)ccc2c1=O
6	-2	-5	-20	0	53*	i	17	-5	-4	CC(C)(C)c1ccc(C(=O)c2c[nH]c(C(=O)O)c2)cc1
4	-3	-3	1	10	3	i	18	8	4	O=C(O)CCC(=O)Nc1sc2c(c1C(=O)NCc1ccccc1)CCCC2
2	-2	5	-2	-4	1	i	12	-1	-1	CC(C)NC(=S)N1CCC(Cc2ccccc2)CC1

Bioassay records: PubChem, several laboratories
